LANA DNA inh: inhibitors of KSHV C-LANA binding to DNA, primary screen, biochemical, fluorescence polarization, FAM-LBS DNA, MBP-C-LANA, single point; AID 504423, 2011; hit rate 0.078% among 340,000; inhibition, % at 9 µM; Kaposi's sarcoma herpesvirus LANA C-terminal domain (residues 932-1162) DNA binding;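 active means highest replicate inhibition at or above 60% at 9 µM, even if other replicates fall short; inactive means all replicates below 60% inhibition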;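 further: 0% = neutral control wells and 100% = 4 µM acridine orange control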
CDK5 inh: inhibitors of human CDK5/p35 kinase, primary screen, biochemical, single concentration | inhibition, % at 10 µM | Recombinant CDK5/p35, ADP-Glo luminescence, 60 min | Cyclin-dependent kinase 5 (Homo sapiens) + Cyclin-dependent kinase 5 activator 1 (Homo … | hit rate 0.01% among 330,000;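 active means highest replicate inhibition of at least 50% and at least 75% of replicates reaching 50%; inconclusive means only one of the two criteria met; inactive means both criteria failed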;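 further: plate controls were DMSO neutral control for no effect and GW8510 at 10 µM for full effect; many of its hits are not listed in these tables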
Target sequence (Q00535 whole entry, looked up): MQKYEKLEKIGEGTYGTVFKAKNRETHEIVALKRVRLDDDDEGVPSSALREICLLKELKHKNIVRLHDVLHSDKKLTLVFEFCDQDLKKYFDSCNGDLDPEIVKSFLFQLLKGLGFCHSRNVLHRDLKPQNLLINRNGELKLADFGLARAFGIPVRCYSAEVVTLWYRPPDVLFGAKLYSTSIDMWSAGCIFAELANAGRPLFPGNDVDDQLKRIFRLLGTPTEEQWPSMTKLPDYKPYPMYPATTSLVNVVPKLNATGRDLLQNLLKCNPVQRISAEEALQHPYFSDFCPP
Target sequence (Q15078 whole entry, looked up): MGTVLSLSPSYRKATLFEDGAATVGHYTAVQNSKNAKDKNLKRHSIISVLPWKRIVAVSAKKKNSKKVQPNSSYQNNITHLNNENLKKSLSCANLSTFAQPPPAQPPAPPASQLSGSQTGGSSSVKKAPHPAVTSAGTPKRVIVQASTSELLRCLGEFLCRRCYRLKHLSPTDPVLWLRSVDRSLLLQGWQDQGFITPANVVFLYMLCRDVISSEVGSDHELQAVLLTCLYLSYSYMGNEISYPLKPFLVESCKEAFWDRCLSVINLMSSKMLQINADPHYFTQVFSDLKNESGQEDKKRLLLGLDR
cardiac RTF act: cardiac RTF calcium sensitivity activators, primary screen, biochemical, IANBD-TnC fluorescence, EC20 calcium | activation, % at 7.2 µM | IANBD-labeled TnC RTF fluorescence at EC20 calcium; 0% EC20 calcium, 100% full calcium | hit rate 0.24% among 340,000;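 active means activation above the mean over all tested compounds plus 3 SD, cut at about 30% in these data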;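 further: rise in fluorescence read as greater calcium sensitivity of cardiac thin filaments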
Rtt109 Vps75: inhibitors of C. albicans Rtt109/Vps75 HAT, primary screen, biochemical, ThioGlo CoA-SH fluorescence, plate reader | AID 540336, 2011 | purified Rtt109/Vps75, 4 h | inhibition, % at 34.9 µM | hit rate 0.16% among 330,000;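 active means inhibition of at least 50% in every replicate; inconclusive means best replicate reaches 50% inhibition but some replicates fall short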
PvdQ acylase: P. aeruginosa PvdQ acylase inhibitors, primary screen, biochemical, fluorescence, plate reader and imaging, single point. hit rate 0.063% among 340,000. AID 488965, 2010. purified PvdQ acylase. inhibition, % at 10 µM; in the data active means inhibition above about 30%, passing the limit was not always enough; inconclusive means no clear call, values can overlap the other calls;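 further: 0% = vehicle neutral wells and 100% = reference inhibitor wells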
Mot1-301 SUMO: yeast Mot1-301 growth rescue at high temperature, primary screen, SUMOylation pathway inhibitor project, S. cerevisiae, ATP luminescence, 38.5C; S. cerevisiae Mot1-301 growth rescue; percent above DMSO median, 100 means doubled; growth rescue, % at 18.8 µM; hit rate 1% among 320,000;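 active means every valid replicate shows activation above 250% relative to neutral control wells; inactive means the rest, any valid replicate at or below 250%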;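 further: OY570 slx delta 5 strain wells were the positive control but not used for scaling; some compounds called inactive have numbers as strong as hits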
PfHsp90 set2: growth inhibition of PfHsp90-expressing yeast, primary screen, antimalarial PfHsp90 inhibitor project, S. cerevisiae, BacTiter-Glo luminescence, single point, set 2; BacTiter-Glo ATP, 48 h; yeast lacking PDR1 and PDR3 efflux regulators; inhibition, % at 9.4 µM; hit rate 0.32% among 310,000;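 active means every replicate shows inhibition above about 80%, whatever the replicate mean, limit read from the data; inconclusive means mean inhibition reaches the set limit but some replicate falls short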;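 further: 0% = DMSO neutral controls and 100% = 20 µM radicicol positive controls; yeast relying on Plasmodium falciparum Hsp90 in place of its own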
dFosB act: activators of delta FosB homodimer, primary screen, biochemical, fluorescence polarization, TAMRA-CDK5 oligo, single point; Protein FosB (Mus musculus), P13346; purified delta FosB; percent of positive-control signal above neutral wells; activation, % at 25 µM; hit rate 0.99% among 340,000; AID 493131, 2011;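 active means mean activation above about 17%, with every replicate also reaching it, limit read from the data, passing the limit was not always enough; inconclusive means only one of the two conditions met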;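 further: fluorescence polarization rise as delta FosB binds a TAMRA Cdk5 AP-1 oligo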
Target sequence (P13346 whole entry, looked up): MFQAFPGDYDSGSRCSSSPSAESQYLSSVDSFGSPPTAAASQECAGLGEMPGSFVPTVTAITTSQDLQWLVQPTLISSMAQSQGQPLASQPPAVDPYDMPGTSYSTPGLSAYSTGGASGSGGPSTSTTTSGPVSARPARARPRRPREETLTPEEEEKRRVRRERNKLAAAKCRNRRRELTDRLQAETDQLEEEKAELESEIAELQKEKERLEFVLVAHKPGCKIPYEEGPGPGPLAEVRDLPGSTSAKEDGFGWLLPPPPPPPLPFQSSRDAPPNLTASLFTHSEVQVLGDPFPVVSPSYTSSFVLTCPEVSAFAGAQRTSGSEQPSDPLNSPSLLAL
Keap1 Nrf2 FP: Keap1-Nrf2 protein-protein interaction inhibitors, primary screen, biochemical, fluorescence polarization, single point. Keap1 Kelch-Nrf2 peptide fluorescence polarization, 1536-well. inhibition, % at 9.4 µM. hit rate 0.15% among 340,000. AID 504523, 2011; in the data active means inhibition above about 12%; inconclusive means no clear call, values can overlap the other calls; inactive means below about 7.3%;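 further: human Keap1 Kelch domain with fluorescein labeled Nrf2 9mer peptide probe; 0% = neutral control wells and 100% = peptide positive control; higher means more block of Keap1 binding to Nrf2 peptide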
RTF Ca sens inh: cardiac RTF calcium sensitivity inhibitors, primary screen, biochemical, IANBD-TnC fluorescence, EC70 calcium. AID 493244, 2011. hit rate 0.12% among 340,000. IANBD-labeled cardiac RTF, Ca2+ fluorescence. inhibition, % at 7.15 µM;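 active means inhibition above the mean inhibition of all tested compounds plus 3 SD, cut at about 17% in these data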;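 further: assay run at fixed EC70 calcium of 1.6 mM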
NSD2 inh: NSD2 histone methyltransferase inhibitors, primary screen, biochemical, AlphaScreen, single concentration, set 2. hit rate 0.54% among 310,000. NSD2 peptide methylation, 120 min. inhibition, % at 12.5 µM. AID 743445, 2014; in the data active means inhibition above about 50%
Active calls of the source: *.

Screening COc1ccc(NC(=O)CSc2ccc3c(c2)OCCO3)cc1S(N)(=O)=O returned LANA DNA inh 2.3, CDK5 inh -2.0, cardiac RTF act -0.7, Rtt109 Vps75 -0.9, PvdQ acylase -6.8, Mot1-301 SUMO 0.8, PfHsp90 set2 15.7, dFosB act 4.5, Keap1 Nrf2 FP 2.5, RTF Ca sens inh 0.0 and NSD2 inh -1.7.
Screening CCc1cc(Cn2nc(-c3ccccc3)cc2C(=O)NCc2cccc(C(F)(F)F)c2)on1 returned LANA DNA inh -2.0, CDK5 inh 0.7, cardiac RTF act 4.0, Rtt109 Vps75 0.7, PvdQ acylase 1.1, Mot1-301 SUMO -7.5, PfHsp90 set2 -5.1, dFosB act 4.4, Keap1 Nrf2 FP -5.0 and RTF Ca sens inh 7.4.
`CCOc1ccc(NC(=O)Cn2nnc(C(=O)NCc3ccccc3OC)c2N)cc1` gave LANA DNA inh 0.2, CDK5 inh 1.8, cardiac RTF act 0.8, Rtt109 Vps75 -5.2, PvdQ acylase 10.3, Mot1-301 SUMO 8.6, PfHsp90 set2 -16.9, dFosB act 0.1, Keap1 Nrf2 FP -4.2, RTF Ca sens inh 0.9 and NSD2 inh 6.4.
Screening C=CCn1c(SCC)nc(O)cc1=O returned LANA DNA inh 2.2, CDK5 inh -1.4, cardiac RTF act 9.4, Rtt109 Vps75 -5.6, PvdQ acylase -16.2, Mot1-301 SUMO -18.0, PfHsp90 set2 -73.0, dFosB act -5.1, Keap1 Nrf2 FP -4.6, RTF Ca sens inh -8.7 and NSD2 inh 0.7.
`Cc1cc(=O)c2c(O)c(O)ccc2o1` gave LANA DNA inh 7.2, CDK5 inh 1.7, cardiac RTF act -0.6, Rtt109 Vps75 12.4, PvdQ acylase -15.2, Mot1-301 SUMO 9.5, PfHsp90 set2 -9.5, dFosB act 4.4, Keap1 Nrf2 FP 0.7, RTF Ca sens inh 6.5 and NSD2 inh 38.6.
Screening CCCn1c2ccccc2c2cnn(CC(=O)NCCN(C)C)c(=O)c21 returned LANA DNA inh -1.8, CDK5 inh 1.1, cardiac RTF act -0.1, Rtt109 Vps75 2.7, PvdQ acylase -9.1, Mot1-301 SUMO -13.8, PfHsp90 set2 -5.6, dFosB act -9.3, Keap1 Nrf2 FP -4.2, RTF Ca sens inh 1.9 and NSD2 inh 7.4.
Screening CCOC(=O)c1c(NC(=O)C(=O)N/N=C/c2ccccc2O)sc2c1CCCCC2 returned LANA DNA inh 0.1, CDK5 inh -1.7, cardiac RTF act -2.2, PvdQ acylase -1.8, Mot1-301 SUMO 3.2, PfHsp90 set2 14.4, dFosB act -4.1, Keap1 Nrf2 FP -1.2, RTF Ca sens inh -6.4 and NSD2 inh -0.7.
Cc1noc(NS(=O)(=O)c2ccc(N/C=C\C(=O)c3ccc(F)cc3)cc2)c1C was read as LANA DNA inh -0.5, CDK5 inh 0.8, Rtt109 Vps75 32.6, PvdQ acylase 12.1, Mot1-301 SUMO 10.5, PfHsp90 set2 11.6, dFosB act 0.9, Keap1 Nrf2 FP -0.3 and NSD2 inh 0.5.
Screening C[C@@H]1CC=C[C@H]2[C@H]1C(=O)N(Cc1ccccc1)[C@H]2c1ccc(F)c(/C=C/c2ccccc2)c1 returned LANA DNA inh -0.4, CDK5 inh -8.2, cardiac RTF act 0.0, Rtt109 Vps75 -5.8, PvdQ acylase -17.4, Mot1-301 SUMO 14.0, PfHsp90 set2 1.1, dFosB act 2.6, Keap1 Nrf2 FP -7.5 and RTF Ca sens inh 0.3.
O=C(Nc1nc(-c2ccccc2)nc2ccccc12)c1ccc(F)cc1 was read as LANA DNA inh 0.1, CDK5 inh -3.2, cardiac RTF act 7.6, Rtt109 Vps75 -0.3, PvdQ acylase -1.9, Mot1-301 SUMO -1.5, PfHsp90 set2 1.2, dFosB act 22.4*, Keap1 Nrf2 FP -1.4, RTF Ca sens inh -3.7 and NSD2 inh -3.1.
CC1CCc2c(sc(NC(=O)CCC(=O)O)c2C(=O)NC2CC2)C1 (centres undefined) was read as LANA DNA inh -2.2, CDK5 inh 3.4, cardiac RTF act -0.8, Rtt109 Vps75 -6.2, PvdQ acylase -12.5, Mot1-301 SUMO -12.4, PfHsp90 set2 19.5, dFosB act 1.2, Keap1 Nrf2 FP -1.9, RTF Ca sens inh -2.6 and NSD2 inh 3.9.
For COc1ccc(CCC(=O)N2CCN(S(=O)(=O)c3ccc(OC)cc3)CC2)cc1 the results were LANA DNA inh -0.9, CDK5 inh 0.3, cardiac RTF act -2.5, Rtt109 Vps75 -2.6, PvdQ acylase -4.9, Mot1-301 SUMO -14.6, dFosB act -1.0, Keap1 Nrf2 FP 3.5, RTF Ca sens inh -1.8 and NSD2 inh -1.3.
Screening O=C(Nc1ccccc1C(=O)O)c1ccc2c(c1)C(=O)N(c1cccc([N+](=O)[O-])c1)C2=O returned LANA DNA inh -0.9, CDK5 inh -0.6, cardiac RTF act -8.5, Rtt109 Vps75 -4.0, PvdQ acylase 6.2, Mot1-301 SUMO 8.2, PfHsp90 set2 -33.6, dFosB act -5.1, Keap1 Nrf2 FP -4.9, RTF Ca sens inh -0.9 and NSD2 inh 0.0.
Cc1ccc(CNC(=O)c2ccc(N3CCC4(CC3)CC(c3ccccc3)=NO4)c(NC(=O)c3ccc(Cl)c([N+](=O)[O-])c3)c2)cc1 was read as LANA DNA inh 1.7, CDK5 inh 0.6, cardiac RTF act -6.2, Rtt109 Vps75 0.1, PvdQ acylase 7.0, Mot1-301 SUMO -11.5, PfHsp90 set2 -19.4, dFosB act 2.3, Keap1 Nrf2 FP -2.5 and RTF Ca sens inh -0.3.
`COc1ccc(C(CNC(=O)c2ccc3c(c2)C(=O)N(CCC(C)C)C3=O)N2CCOCC2)cc1` (centres undefined) gave LANA DNA inh 0.2, CDK5 inh -4.9, cardiac RTF act -2.4, Rtt109 Vps75 1.1, PvdQ acylase -16.3, Mot1-301 SUMO -18.9, PfHsp90 set2 -10.4, dFosB act -8.3, Keap1 Nrf2 FP -4.1, RTF Ca sens inh 2.3 and NSD2 inh -4.6.
For O=C(CC1SC(=Nc2ccc(OC(F)F)cc2)N(CCN2CCOCC2)C1=O)Nc1ccc(F)cc1F (centres undefined) the results were LANA DNA inh -0.5, CDK5 inh -3.9, cardiac RTF act 1.9, Rtt109 Vps75 2.6, PvdQ acylase -5.9, Mot1-301 SUMO -4.4, PfHsp90 set2 4.6, dFosB act -15.0, Keap1 Nrf2 FP -1.2, RTF Ca sens inh -18.0 and NSD2 inh -3.7.
`CCn1cc(C(=O)NCc2ccco2)c(=O)c2cc(S(=O)(=O)N3CCC(C)CC3)ccc21` gave LANA DNA inh 0.2, CDK5 inh -0.3, cardiac RTF act 8.7, Rtt109 Vps75 -5.2, PvdQ acylase -11.5, Mot1-301 SUMO 0.5, PfHsp90 set2 13.3, dFosB act -4.4, Keap1 Nrf2 FP -5.9, RTF Ca sens inh -6.2 and NSD2 inh -1.1.
Screening COc1ccc(CNC(=O)COC(=O)c2c[nH]c(=O)[nH]c2=O)cc1OC returned LANA DNA inh 1.4, CDK5 inh -0.9, cardiac RTF act 2.6, Rtt109 Vps75 -1.2, PvdQ acylase -2.1, Mot1-301 SUMO -14.0, PfHsp90 set2 -0.4, dFosB act 8.8, Keap1 Nrf2 FP 0.7, RTF Ca sens inh -1.2 and NSD2 inh 1.2.
Screening O=C(NCc1ccccn1)C1CCN(S(=O)(=O)c2ccccc2)CC1 returned LANA DNA inh 2.3, CDK5 inh -1.1, cardiac RTF act 6.5, Rtt109 Vps75 5.7, PvdQ acylase -20.5, Mot1-301 SUMO 20.3, PfHsp90 set2 27.3, dFosB act -9.5, Keap1 Nrf2 FP -3.5, RTF Ca sens inh -4.4 and NSD2 inh 0.1.
For Cc1ccc2cc(CN(CC3CCCO3)S(=O)(=O)c3ccccc3)c3nnnn3c2c1 (centres undefined) the results were LANA DNA inh 0.7, CDK5 inh -1.7, cardiac RTF act -2.4, Rtt109 Vps75 -2.5, PvdQ acylase -15.6, Mot1-301 SUMO 31.4, dFosB act -18.5, Keap1 Nrf2 FP 0.5, RTF Ca sens inh 0.1 and NSD2 inh 1.5.
`Cc1cc(C)nc(NS(=O)(=O)c2ccc(N3Cc4ccccc4C3=O)cc2)n1` gave LANA DNA inh 1.9, CDK5 inh 0.7, cardiac RTF act -5.7, PvdQ acylase -4.2, Mot1-301 SUMO -13.4, PfHsp90 set2 -11.1, dFosB act -14.7, Keap1 Nrf2 FP 2.8, RTF Ca sens inh 9.1 and NSD2 inh 4.3.
For CC1CCN(CC(O)COc2ccc(F)cc2)CC1 (centres undefined) the results were LANA DNA inh 0.6, CDK5 inh 0.5, cardiac RTF act 4.9, Rtt109 Vps75 4.4, PvdQ acylase -15.4, Mot1-301 SUMO -14.8, PfHsp90 set2 19.3, dFosB act 5.2, Keap1 Nrf2 FP 3.6 and RTF Ca sens inh -9.6.
`Cc1cc(C)nc(N2CCC(C(=O)NCCc3ccc(F)cc3)CC2)n1` gave LANA DNA inh 1.8, CDK5 inh 1.2, cardiac RTF act -3.5, Rtt109 Vps75 -8.6, PvdQ acylase -3.0, Mot1-301 SUMO -19.9, dFosB act -5.4, Keap1 Nrf2 FP 0.4, RTF Ca sens inh 2.5 and NSD2 inh -3.5.
`CCC1CCCCN1C(=O)CSc1nnc(-c2ccc(Cl)s2)o1` (centres undefined) gave LANA DNA inh 0.3, CDK5 inh -0.6, cardiac RTF act 2.5, Rtt109 Vps75 0.8, PvdQ acylase -8.8, Mot1-301 SUMO 59.7, PfHsp90 set2 -4.9, dFosB act 3.7, Keap1 Nrf2 FP 1.9 and RTF Ca sens inh -0.6.
Screening CS(=O)(=O)N1CCC(C(=O)N2CCN(c3ccccc3)CC2)CC1 returned LANA DNA inh -0.4, CDK5 inh -0.2, Rtt109 Vps75 -4.7, PvdQ acylase -6.1, Mot1-301 SUMO -15.3, PfHsp90 set2 28.0, dFosB act 2.7, Keap1 Nrf2 FP -0.2 and NSD2 inh -3.6.
For COCCCNC(=O)c1cc(S(=O)(=O)NCCCN2CCCC2=O)ccc1Cl the results were LANA DNA inh -1.3, CDK5 inh -0.1, cardiac RTF act -3.0, Rtt109 Vps75 0.4, PvdQ acylase inconclusive, Mot1-301 SUMO -3.7, PfHsp90 set2 9.4, dFosB act 6.5, Keap1 Nrf2 FP 1.3, RTF Ca sens inh 0.5 and NSD2 inh -0.7.

From PubChem BioAssay
